HTRA1 inhibitor – blocks human HTRA1 serine peptidase. inhibition, % at 5.96 µM. AID 504803. recombinant HTRA1, FP-rhodamine activity-based probe, fluorescence polarization. Q92743. 340,000 tested, 0.5% active; in the data active = inhibition above about 36%;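 also: 0% = enzyme with DMSO and 100% = wells lacking enzyme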
Target sequence (Q92743 whole entry, looked up): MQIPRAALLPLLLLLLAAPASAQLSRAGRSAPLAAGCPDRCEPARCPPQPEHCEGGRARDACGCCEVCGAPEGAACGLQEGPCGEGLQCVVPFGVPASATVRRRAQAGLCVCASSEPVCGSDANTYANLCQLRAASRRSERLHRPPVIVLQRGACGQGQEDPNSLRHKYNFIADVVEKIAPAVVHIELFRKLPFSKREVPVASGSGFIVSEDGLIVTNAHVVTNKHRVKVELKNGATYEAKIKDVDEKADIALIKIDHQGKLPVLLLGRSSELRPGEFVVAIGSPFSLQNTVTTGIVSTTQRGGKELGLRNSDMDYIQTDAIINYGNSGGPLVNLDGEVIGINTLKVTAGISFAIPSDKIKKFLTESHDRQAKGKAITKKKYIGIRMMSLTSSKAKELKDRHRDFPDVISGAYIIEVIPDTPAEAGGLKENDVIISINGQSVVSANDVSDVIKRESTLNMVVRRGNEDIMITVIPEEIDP
ABHD4 inh – inhibits mouse alpha/beta hydrolase domain 4 | 370,000 tested, 0.54% active | inhibition, % at 8.92 µM | Q8VD66 | AID 720543 | purified mABHD4, FP-Rh probe fluorescence polarization;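 active = inhibition exceeding the mean over every tested compound plus 3 SD, cut at about 30% in these data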;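 also: 0% = plate median of compound wells and 100% = S159A mutant with DMSO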
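Test system: mouse ABHD4 enzyme, wild type. Reagent: FP-Rh fluorescent activity-based probe, added after compound pre-incubation. Timing: pre-incubation 45 min, probe exposure 60 min, at 25 °C. Technique: FP readout, ex 525 nm / em 598 nm. Benchmarks: high control S159A mutant with DMSO, low control median of compound wells.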
GC-B act – GC-B (human) receptor activation; P20594; HEK293-GC-B cells, CNP EC30, cGMP TR-FRET; 0% at EC30 CNP, 100% saturating CNP; activation, % at 10 µM; 370,000 tested, 0.11% active; AID 1920062;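 active = activation at 10 µM reaching about 35% in either raw or pattern-adjusted values, limit read from the data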
SIAE primary – blocks human sialic acid acetylesterase | Q9HAT2 | SIAE FP-Rh probe binding, fluorescence polarization | inhibition, % at 9.66 µM | 370,000 tested, 0.69% active | AID 1053197;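 active = inhibition above a cutoff: mean of compounds within the control limits plus 3 SD of those, cut at about 17% in these data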;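 also: 0% = plate median of compound wells and 100% = probe without SIAE protein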
PRMT1 FP inh – blocks human protein arginine methyltransferase 1; Q99873; recombinant PRMT1, activity-based probe fluorescence polarization; inhibition, % at 2.79 µM; 370,000 tested, 1.3% active;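 active = inhibition above about 21% made by adding two undisclosed values, limit read from the data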
rCAG RNA binder – r(CAG) repeat RNA binding. TO-PRO-1 dye displacement fluorescence. inhibition, % at 3 µM. 370,000 tested, 1.3% active. AID 651821;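 active = inhibition above the plate cutoff, the mean of all test compounds on that plate plus 3 SD, cut at about 35% in these data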;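 also: 0% = DMSO alone and 100% = 100 µM mitoxantrone as full dye displacement; higher means more dye released from RNA so lower well fluorescence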
UHRF1 binding – human UHRF1 methylated DNA binding inhibitors; inhibition, % at 4.4 µM; 370,000 tested, 0.75% active; Q96T88; UHRF1 binding to methylated oligo, TR-FRET; AID 687016; in the data active = inhibition above about 21%;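 also: UHRF1 SRA domain binding a hemimethylated CpG hairpin DNA probe; 0% = median of test compound wells and 100% = reference inhibitor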
MBD2 DNA inh – inhibitors of human MBD2 binding to methylated oligonucleotide; 370,000 tested, 0.31% active; inhibition, % at 4.4 µM; Q9UBB5; TR-FRET; in the data active = inhibition above about 13%
Target sequence (Q9UBB5 whole entry, looked up): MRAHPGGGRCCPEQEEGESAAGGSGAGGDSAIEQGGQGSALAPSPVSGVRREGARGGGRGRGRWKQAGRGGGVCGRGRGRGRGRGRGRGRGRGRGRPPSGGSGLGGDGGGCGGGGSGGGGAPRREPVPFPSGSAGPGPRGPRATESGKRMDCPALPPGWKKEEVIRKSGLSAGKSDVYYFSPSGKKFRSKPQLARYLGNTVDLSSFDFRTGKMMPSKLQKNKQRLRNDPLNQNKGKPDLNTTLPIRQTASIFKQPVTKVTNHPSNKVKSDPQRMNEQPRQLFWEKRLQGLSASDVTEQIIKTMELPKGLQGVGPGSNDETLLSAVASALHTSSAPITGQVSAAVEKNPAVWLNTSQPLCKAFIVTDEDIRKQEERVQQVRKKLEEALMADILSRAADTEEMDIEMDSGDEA
TCR-CD3 inh – blocks the human TCR-CD3 interaction. inhibition, % at 9.4 µM. 360,000 tested, 0.37% active. TAMRA-labeled TCR probe fluorescence, biochemical; in the data active = inhibition above about 19%;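 also: recombinant mutant TCR 2C K166C tagged with TAMRA read by polarization; 0% = receptor in buffer alone and 100% = receptor with positive control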
GC-A act – GC-A (human) enzyme activation | P16066 | HEK293 GC-A cells, cGMP TR-FRET, EC30 ANP; 0% at EC30 ANP, 100% saturating ANP | activation, % at 10 µM | 370,000 tested, 0.14% active; in the data active = activation above about 40%
Numbers without * were called inactive; . = no result given. Only part of the results is shown; rates above refer to the full screens.

SMILES	HTRA1 inhibitor	ABHD4 inh	GC-B act	SIAE primary	PRMT1 FP inh	rCAG RNA binder	UHRF1 binding	MBD2 DNA inh	TCR-CD3 inh	GC-A act
Nn1c(SCC(=O)Nc2c(F)cc(F)cc2Br)nnc1C1CCCCC1	-4	3	3	1	-1	-3	1	-2	13	2
CCCOc1ccc(CCC(=O)N/N=C/c2ccncc2)cc1	1	-2	-3	10	-6	-3	-1	3	5	2
COc1ccc(C(OCC(O)CNC(C)c2ccccc2)c2ccc(OC)cc2)cc1 (stereo not given)	-52	1	-7	6	-3	-5	-1	-3	5	-14
CCOc1ccc(NC(=O)CC2C(=O)N(c3ccc(OC)c(Cl)c3)C(=S)N2C2CC2)cc1 (stereo not given)	-12	-2	0	-4	1	5	-5	-3	-11	-3
Cc1ccc(C)c(NC(=S)NCCc2ccc(F)cc2)c1	-5	-3	3	1	0	-1	2	-2	-1	2
O=C(O)CCCCCNS(=O)(=O)c1c(Cl)cccc1Cl	-3	2	-8	-4	1	1	0	-5	-3	4
CCN1C(=O)S/C(=C/c2ccc(Sc3nc4ccccc4[nH]3)o2)C1=O	-5	0	-1	-2	-2	5	-4	-1	4	-2
CCSc1ncnc2sc(C)c(C)c12	-6	3	-1	-1	1	0	-1	-6	-5	1
Cc1ccc(NC(=O)CSc2nc3nn(-c4ccccc4)c(=O)c-3c3n2CCCCC3)cc1F	-8	9	4	10	6	13	3	-2	1	-3
Cc1ccccc1CNC(=O)c1ccccc1C	4	2	7	2	-1	3	-1	4	2	0
Cc1cc2cc(C(c3nnnn3Cc3ccco3)N3CCCCC3)c(=O)[nH]c2cc1C (stereo not given)	14	3	2	0	30*	20	-1	-3	-1	-1
CCN(c1ccccc1)S(=O)(=O)c1cc(NC(=O)CN2CCN(C)CC2)ccc1Cl	3	16	-1	2	2	2	0	-1	8	-1
COc1ccc(-c2nn(-c3ccccc3)cc2CNC[C@H]2O[C@@H](n3ccc(=O)[nH]c3=O)[C@H](O)[C@@H]2O)cc1	.	-1	1	-2	-4	3	-2	0	0	3
O=C(Nc1ccc(Cc2ccncc2)cc1)c1cc([N+](=O)[O-])ccc1N1CCOCC1	-3	-5	-6	5	0	-4	-1	1	12	-4
Cc1cc(OCCCCN2C(=O)NC(C)(C)C2=O)cc(C)c1Cl	-9	-5	-8	1	-3	-5	-1	4	3	15
Cc1cccc(NC(=O)c2nc[nH]c2C(=O)NCCCNC(=O)c2[nH]cnc2C(=O)Nc2cccc(C)c2)c1	3	2	-15	-1	-4	1	0	-6	5	-15
COc1cccc(C(=O)Nc2nc3c(s2)CN(C)CC3)c1	-17	-5	5	-6	-2	3	6	-1	3	-4
CCOc1ccc(NC(=O)CN2CCN(CC(=O)Nc3ccc4c(c3)OCO4)CC2)cc1	0	5	8	14	0	-8	-1	-5	3	0
Cc1ccc(Cl)cc1N1CCN(C(=O)C2(S(=O)(=O)c3ccc(Cl)cc3)CC2)CC1	-35	1	.	2	-1	-1	-2	2	-1	.
O=C(c1ccc(NS(=O)(=O)c2cccc(C(F)(F)F)c2)cc1)N1CCCC1	1	-13	1	-7	-6	11	2	1	4	-2
Clc1ccc(-c2nc(C3CCCCC3)no2)cc1	3	-5	-1	5	-2	5	6	-4	-4	2
O=c1c(Cl)c(Cl)cnn1Cc1ccc(F)cc1	0	1	4	2	-2	-3	0	3	3	6
CCN(CC)CCNC(=O)c1ccc(NC(=O)c2cn(-c3ccccc3)nc2-c2cccs2)cc1	-58	-61	-16	-65	-3	8	0	-3	6	-22
COc1ccc(CN2CCNC(=O)C2CC(=O)N2CCCO2)c(OC)c1 (stereo not given)	4	7	8	3	3	3	0	-1	-9	0
Cc1ccc(S(=O)(=O)CCC(=O)OC2CC(C)OC2=O)cc1 (stereo not given)	-3	4	-2	14	1	-1	4	4	-11	1
COC(=O)[C@H]1C[C@]2(C/C=C(\C)CCC=C(C)C)c3ccccc3N[C@H]2N1	.	-2	0	2	-3	.	4	-2	.	2
COC(=O)CN(C#N)c1nc(SC)nc(N(C)C)n1	0	-2	0	-3	-2	-2	-3	-7	5	0
CSc1ccc(Cn2c(C)c(C(=O)NCc3cccs3)sc2=O)cc1	.	-2	5	1	-1	0	0	5	-6	5
COc1ccc(NC(=O)CCN2CCN(S(=O)(=O)c3ccc(Br)cc3)CC2)cc1	0	2	-4	-1	-3	0	0	-3	8	0
COC(=O)c1nc(-n2nc(C)cc2C)ccc1Cl	1	-4	2	0	4	-2	1	-7	-8	0

3 consecutive entries already listed, quoted:
SMILES	HTRA1 inhibitor	ABHD4 inh	GC-B act	SIAE primary	PRMT1 FP inh	rCAG RNA binder	UHRF1 binding	MBD2 DNA inh	TCR-CD3 inh	GC-A act
Nn1c(SCC(=O)Nc2c(F)cc(F)cc2Br)nnc1C1CCCCC1	-4	3	3	1	-1	-3	1	-2	13	2
CCCOc1ccc(CCC(=O)N/N=C/c2ccncc2)cc1	1	-2	-3	10	-6	-3	-1	3	5	2
COc1ccc(C(OCC(O)CNC(C)c2ccccc2)c2ccc(OC)cc2)cc1 (stereo not given)	-52	1	-7	6	-3	-5	-1	-3	5	-14

More compounds:
SMILES	HTRA1 inhibitor	ABHD4 inh	GC-B act	SIAE primary	PRMT1 FP inh	rCAG RNA binder	UHRF1 binding	MBD2 DNA inh	TCR-CD3 inh	GC-A act
O=C(COC(=O)COc1ccccc1)NCc1ccco1	1	-3	1	-1	2	4	0	1	-5	3
Cc1cccc(Cn2c(N(C)CCO)nc3c2c(=O)[nH]c(=O)n3C)c1	-2	5	5	11	3	0	0	-2	0	1
CSCc1ccc(C(=O)N2CCCC(Nc3ccc(F)cc3)C2)o1 (stereo not given)	-6	1	-2	5	-2	-19	-1	-3	3	2
CC(C)NC(=O)c1cc(C2CCCCN2C(=O)OCCF)on1 (stereo not given)	.	2	6	1	0	0	0	0	6	0
COc1ccc(-c2noc(-c3ccccc3C(=O)NCc3ccco3)n2)cc1OC	-4	1	-1	1	1	1	12	3	-3	2
O=C(Nc1nonc1-c1ccc(Cl)cc1)c1ccccc1	-10	-18	1	-5	2	3	3	0	3	-8
CCOc1ccc(NS(=O)(=O)c2ccc(C(=O)N3CCCCCC3)cc2)cc1	-3	-2	-4	6	3	-1	-4	0	-5	3
CCCCNC(=O)c1ccccc1NC(=O)CCSc1ccccc1	-8	-5	-13	-6	0	0	1	4	-1	4
CCOC(=O)CCn1c2nc(C)cc(C)c2c(=O)n1-c1ccccc1	9	-1	3	-3	1	3	0	-3	0	0
CN1C(C(=O)NCc2cccc(C(F)(F)F)c2)CC2Cn3c(nc4cc5ccccc5cc43)C21 (stereo not given)	-9	4	4	-3	1	1	-1	-3	3	0
CNc1nc(Oc2cccc(F)c2)c2sccc2n1	.	0	1	-4	0	1	-1	3	0	-2
CCN1CCN(C(=O)C2CCC(CNS(=O)(=O)c3ccc(NC(C)=O)cc3)CC2)CC1 (stereo not given)	5	-5	-8	-6	8	-5	0	-3	-3	7
Cc1ccc(S(=O)(=O)N(C)C[C@H]2Oc3ccc(NC(=O)Nc4c(C)noc4C)cc3CC(=O)N([C@@H](C)CO)C[C@@H]2C)cc1	1	12	3	3	2	12	6	-5	2	-3
CC1CC(C)CN(C(=O)CSc2ncnc3sccc23)C1 (stereo not given)	-3	4	0	-4	5	0	3	1	-2	0
Cc1ccc(CCNC(=O)CCSCc2ccc(Cl)cc2)cc1	-11	1	-5	9	0	-2	1	-3	0	-2
CCOc1ccc(NCc2cc3c(C(C)(C)C)nn(-c4ccccc4)c3[nH]c2=O)cc1	2	0	1	-7	-1	14	1	-3	-10	5
Cn1c(=O)[nH]c(=O)c2c1nc(NCCCO)n2CCCc1ccccc1	-5	0	-2	13	-2	-4	2	2	-3	0
CCOC(=O)c1ccc2nc(C(F)(F)F)[nH]c(=O)c2c1	5	-1	-1	5	-1	2	-1	-3	-6	-2
COc1ccccc1OCCCOc1ccc(C)cc1Br	-8	-8	-3	-3	-2	-4	-4	-1	8	-1
O=S1(=O)CC(N2CCCCC2)CN1Cc1cn(Cc2cccc(Cl)c2)nn1 (stereo not given)	.	-8	2	4	-4	0	5	1	-1	3
O=C(CCc1nc2ccccc2c(=O)[nH]1)NCCN1C(=O)S/C(=C\c2ccc(Cl)cc2Cl)C1=O	-1	-3	-8	0	6	9	3	-1	-8	-1
CCn1c(-c2cccc(S(=O)(=O)N3CCCC3)c2)n[nH]c1=S	4	-4	3	4	-4	0	-1	3	5	2
Cn1c(-c2ccccc2)cnc1NCc1cccc([N+](=O)[O-])c1	3	0	2	4	9	1	2	5	5	-5
COC(=O)CNC(=O)c1c(-c2ccccc2Cl)noc1C	3	3	-4	2	-3	-1	1	-4	-7	6
COCCCNC(=S)NC1CCCCC1	2	-3	-1	1	-3	-2	1	0	5	3
CCCS(=O)(=O)N1CCCC(C(=O)NCc2ccc3c(c2)OCO3)C1 (stereo not given)	-3	-1	3	1	-2	0	0	0	-6	-1
CC(c1ccccc1F)n1cc(C(=O)NCCc2ccco2)nn1 (stereo not given)	2	2	5	3	3	-3	2	-1	-3	0
Cc1ccc(C(=O)Cn2cnc3ccccc3c2=O)cc1C	-4	7	-3	-3	-1	-1	-1	-3	10	-9
COc1ccc([C@@H]2C[C@H]3[C@@H](CN2S(=O)(=O)c2ccccc2)C(=O)C[C@@H](c2ccccc2)N3S(=O)(=O)c2ccc(C)cc2)cc1	-12	6	2	-9	1	14	0	-1	-2	1
O=C(O)c1c(Cl)cccc1Nc1ccccc1	.	0	11	9	-4	9	-1	2	8	1
CSc1ccc(/C=C/C(=O)OCC(=O)N2CCc3ccccc32)cc1	1	-6	-3	2	0	2	0	-4	-3	7
Cc1cc(N2C(=O)C(=O)/C(=C(/O)c3ccc(F)cc3)C2c2cccc(Br)c2)no1 (stereo not given)	-4	-7	0	-2	0	13	4	-2	0	-5
COc1ccccc1NC(=O)c1cc(Cl)nc2ccccc12	0	2	-1	2	-3	-1	-1	-5	-5	-4
O=C1OCCN1C(=O)[C@H]1[C@H](c2ccc(F)cc2)C(c2cccc(Cl)c2)=NN1c1ccc(Br)cc1	-34	-2	1	-11	4	15	3	2	1	2
COc1ccc(C(=O)NC2CCCCCC2)cc1S(=O)(=O)Nc1ccc(Br)cc1	-8	2	-7	3	0	1	-1	-4	0	0
CC(C)c1onc(C(=O)NCc2ccccn2)c1[N+](=O)[O-]	1	12	7	-1	-1	-3	-2	2	4	7
Cc1[nH]c2ccccc2c1C(=O)C(=O)N1CCN(c2ccccc2Cl)CC1	-30	1	-1	-9	6	4	6	4	3	4
O=c1cc(-c2ccc(O)c(O)c2)oc2c1ccc1ccccc12	66*	34*	14	-3	14	57*	-1	10	40*	22
CC(=O)c1ccccc1NC(=O)c1ccc(OCc2c(C)noc2C)cc1	-11	1	-1	-14	1	1	19	1	11	-3
CCOC(=O)[C@]12CCC=C1N(Cc1ccc3c(c1)OCO3)C(=O)[C@H](CC(=O)N1CCCCC1)C2	.	1	1	3	1	0	-1	-2	0	1
O=C(Nc1ccc(NC(=O)C2CC2)cc1)c1ccco1	-4	0	1	-2	3	-1	1	1	-8	-1
Cc1ccc(-n2nc(-c3ccc(N)cc3)cc2N)cc1	6	11	7	8	4	11	-3	0	2	1

Source: PubChem
